MsrA inh: inhibits bovine methionine sulfoxide reductase A. purified bovine MsrA, absorbance read-out. inhibition, % at 15.5 µM. 0.75% of 360,000 active. AID 651718; in the data active = inhibition above about 4.5%;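 also: 0% = vehicle wells with enzyme and 100% = reference inhibitor wells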
MLLE-PAM2 inh: blocks PAM2 peptide binding to the PABP1 MLLE domain; inhibition, % at 20 µM; GST-MLLE / FITC-PAM2 fluorescence polarization; 0.36% of 360,000 active; in the data active = inhibition above about 35%, passing the limit was not always enough;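 also: plate controls were DMSO wells with GST-MLLE for no effect and wells lacking GST-MLLE protein for full effect; some results filed as inactive read as strong as hits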
Target sequence (P11940 whole entry, looked up, the tested form may be a part): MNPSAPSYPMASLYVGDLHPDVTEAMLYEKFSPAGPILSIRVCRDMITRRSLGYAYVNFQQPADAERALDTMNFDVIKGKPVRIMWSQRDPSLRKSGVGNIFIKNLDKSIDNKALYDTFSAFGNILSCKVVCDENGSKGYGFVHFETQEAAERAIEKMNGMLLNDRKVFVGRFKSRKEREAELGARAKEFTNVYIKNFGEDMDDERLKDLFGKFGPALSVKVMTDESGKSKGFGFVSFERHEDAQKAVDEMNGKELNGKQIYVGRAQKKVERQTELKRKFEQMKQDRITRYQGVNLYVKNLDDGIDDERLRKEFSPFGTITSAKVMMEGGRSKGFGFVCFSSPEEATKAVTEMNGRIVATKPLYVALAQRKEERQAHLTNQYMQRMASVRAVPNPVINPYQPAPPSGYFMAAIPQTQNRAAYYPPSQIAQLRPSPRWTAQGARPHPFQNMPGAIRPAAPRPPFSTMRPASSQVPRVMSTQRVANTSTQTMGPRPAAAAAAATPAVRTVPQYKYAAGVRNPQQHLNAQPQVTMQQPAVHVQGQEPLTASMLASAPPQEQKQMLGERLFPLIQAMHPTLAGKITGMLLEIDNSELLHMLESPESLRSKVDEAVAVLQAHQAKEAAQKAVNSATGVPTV
CendR NRP1 mod: NRP-1/CendR interaction modulation. O14786. FAM-RPARPAR peptide binding to NRP-1, fluorescence polarization. inhibition, % at 25 µM. 0.85% of 360,000 active. AID 602438;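 active = inhibition or corrected inhibition above about 18%, plus a signal ratio from 0.5 to 1.5, limit read from the data, passing the limit was not always enough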; also: strong numbers were not always called active
FAS TE block: inhibitors of human fatty acid synthase thioesterase domain. 0.67% of 360,000 active. inhibition, % at 15 µM. recombinant FAS-TE, OMFH fluorogenic substrate, fluorescence endpoint;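 active = compounds whose normalised, plate-corrected inhibition of enzyme fluorescence in the single-dose primary screen is 50% or more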;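 also: 0% = DMSO with enzyme and 100% = substrate without enzyme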
MT1-MMP act inh: blocks activation of human MT1-MMP; HT1080 RFP-PRO-GFP cells, GFP/RFP ratio fluorescence, overnight; percent of plate control window, DMSO zero; 0.061% of 360,000 active; P50281; GFP/RFP ratio change, % at 20 µM; AID 651647;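 active = GFP/RFP ratio change of at least 30% with cell ATP level not reduced by more than half and red fluorescence within 50% of control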; also: strong numbers were not always called active
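Assay system: HT1080 RFP-PRO-GFP cells | Dosing: 20 µM single dose, 1% DMSO | Incubation: Cells overnight before dosing, compound overnight, 37 °C, 5% CO2 | Evaluation: GFP/RFP fluorescence ratio | Control set: DMSO-only wells and HT1080 RFP-L50D-GFP cell wells as references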
SKN-1 inh: blocks SKN-1 activity in C. elegans. C. elegans VP596 Pgst-4::GFP/RFP ratio, acrylamide-induced, 24 h. inhibition, % at 21.8 µM. 0.49% of 360,000 active. AID 624304;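 active = interference check ratio from 0.5 to 1.5 plus GFP to RFP signal ratio inhibition reaching or exceeding a fixed threshold, cut at about 30% in these data, passing the limit was not always enough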; also: some compounds called inactive have numbers as strong as hits
Tb MetRS inh: Trypanosoma brucei MetRS inhibition. purified T. brucei MetRS, ATP depletion, Kinase-Glo luminescence. 0.4% of 360,000 active. AID 624268. inhibition, % at 11.9 µM;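 active = inhibition above a per-plate cutoff of the control wells' mean inhibition plus 3 SD, cut at about 5.5% in these data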;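 also: 0% = DMSO wells median and 100% = median of wells with control inhibitor compound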
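Test system – parasite MetRS enzyme · Reagent – substrates ATP, L-methionine and bulk Escherichia coli tRNA · Doses – 11.9 µM compound single dose, 0.9% DMSO · Times – 15 min enzyme-compound preincubation, 2 h reaction, 10 min detection, 25 °C · Signal – Kinase-Glo luminescence, ATP depletion format · Controls – DMSO-only wells as low control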
E coli Lon inh: inhibits E. coli Lon protease; P0A9M0; purified E. coli Lon protease, fluorescence polarization; inhibition, % at 7.94 µM; 0.42% of 360,000 active; AID 602123; in the data active = inhibition above about 13%, passing the limit was not always enough;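 also: 0% = enzyme with probe and DMSO and 100% = no enzyme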
bovine MsrA act: activators of bovine methionine sulfoxide reductase A. purified bovine MsrA, absorbance read-out. activation, % at 10.6 µM. 0.3% of 360,000 active; in the data active = activation above about 7.5%;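 also: 0% = vehicle and 100% = reference activator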
The depositor's hits bear a star; nt = no result given.

Under each structure: SKN-1 inh | MT1-MMP act inh | MLLE-PAM2 inh | FAS TE block | MsrA inh | Tb MetRS inh | E coli Lon inh | bovine MsrA act | CendR NRP1 mod
1	Fc1ccc(/C=N/Nc2cc(N3CCOCC3)ncn2)cc1
    -7 | -12 | -16 | -4 | 0.7 | 1.7 | 0 | -3 | -8
2	O=C(CCC(=O)N1CCN(c2ccccc2F)CC1)c1ccc(F)cc1
    -6 | 2 | 7 | 3 | 0.3 | 0.0 | 1 | -2 | 0
3	N#CCC(=O)Nc1ccc(C(=O)OCC(=O)N2CCN(C(=O)c3ccco3)CC2)cc1
    -10 | 3 | -43 | -10 | 0.1 | -0.1 | -75 | -5 | -30
4	CSCCC(NC(=O)c1ccc(Cl)cc1Cl)C(=O)N1CC(C)OC(C)C1 (stereo not drawn)
    14 | 2 | 12 | 0 | 0.6 | -0.4 | -13 | -2 | 0
5	CN1CCN(C(=O)/C=C/c2cn(-c3ccccc3)nc2-c2ccc3c(c2)OCCO3)CC1
    2 | -5 | 9 | 4 | 1.4 | -0.1 | 1 | 0 | -1
6	COc1ccc(C)cc1NC(=O)c1nnn(Cc2cc(C)ccc2C)c1N
    -1 | 3 | 5 | 9 | 1.0 | -0.2 | -1 | -3 | 7
7	O=C(O)CCC(=O)N1c2ccccc2NC2=C(C(=O)CC(c3ccc(F)cc3)C2)C1c1ccc([N+](=O)[O-])o1 (stereo not drawn)
    8 | -5 | 11 | -11 | 7.0* | -0.3 | -17 | -4 | 9
8	COc1cc(NC(=O)COc2c(C)cc(C)cc2[N+](=O)[O-])c(OC)cc1Cl
    7 | -2 | -2 | 20 | -0.6 | -0.8 | -6 | -11 | 2
9	COc1cc(CCC(=O)Nc2cc(C)cc(C)c2)cc(OC)c1OC
    -5 | -1 | -1 | 2 | -0.1 | -0.1 | -2 | -4 | 0
10	CCOC(=O)Cc1csc(/N=C/c2c(O)n(-c3ccc(C)cc3C)c(=O)c3ccccc23)n1
    7 | -14 | -17 | 19 | 0.7 | -0.4 | -6 | -5 | -11
11	COC(=O)CCC(=O)Nc1ccc(S(=O)(=O)Nc2cc(OC)nc(OC)n2)cc1
    4 | -1 | -8 | -4 | 1.9 | -0.3 | -3 | -1 | -7
12	COC(=O)C1(C(=O)OC)CCCCN(S(=O)(=O)c2ccc(C)cc2)CCC1
    -3 | 4 | nt | 6 | 0.7 | -1.1 | 1 | -6 | 7
13	O=C(CSc1nc2ccccc2n1CC(=O)N1CCCCC1)N1CCCCC1
    -2 | 7 | -3 | -4 | -0.2 | -0.2 | -11 | -4 | 5
14	COCC(=O)Nc1nc(-c2ccccc2)ns1
    8 | 10 | -34 | -3 | -0.5 | 0.6 | -2 | 5 | -7
15	CCCCOc1ccc(C)cc1CN(CCO)CCO
    7 | 26 | 4 | -11 | -1.7 | -0.4 | -1 | 0 | -10
16	CCOC(=O)c1c(C)[nH]c(C)c1C(=O)CSc1nc2ccccc2n1CC
    0 | 1 | -30 | -7 | 2.1 | -0.8 | -10 | -1 | 3
17	CC/C(=C(/c1ccccc1)c1ccc(OCC[N+](C)(C)C)cc1)c1ccccc1
    1 | -6 | -137 | 1 | -1.4 | -0.5 | -3 | 2 | 4
18	COC(=O)CC1COc2ccccc2N1S(=O)(=O)c1ccc(OC)cc1 (stereo not drawn)
    5 | -11 | -8 | 7 | 0.0 | 0.6 | 3 | 0 | 10
19	S=C1Nc2ccccc2CS1
    14 | 10 | 34 | -2 | 1.6 | -0.6 | -4 | -7 | -6
20	COc1ccc(S(=O)(=O)N(C)c2ccc(C(=O)NCc3ccncc3)cc2)cc1
    9 | -26 | -6 | 0 | -0.2 | -0.4 | -14 | -9 | 2
21	O=c1c(-c2ccccc2)c[nH]n1-c1cccc([N+](=O)[O-])c1
    0 | 1 | -11 | 15 | 0.7 | -0.4 | 1 | 1 | 5
22	COc1ccc([N+](=O)[O-])cc1NC(=O)C(C)OC(=O)C1c2ccccc2Oc2ccccc21 (stereo not drawn)
    6 | 4 | 2 | 38 | -0.2 | -0.6 | 15 | -10 | 1
23	COc1ccc(C(C)=O)cc1CN(c1ccccc1OC)S(=O)(=O)c1cccs1
    5 | -4 | -6 | 15 | -0.3 | 0.3 | -8 | -1 | 12
24	CCc1nc(NCCN)c(C#N)c2c1CSC(C)(C)C2
    16 | 3 | 6 | -19 | 0.7 | -1.0 | -8 | -4 | 19
25	CCSc1nc(C)nc2sc(C)c(C)c12
    7 | -3 | -7 | 12 | -0.7 | -0.1 | -7 | 0 | 10
26	CN1C(=O)NC(c2ccccc2)(C(F)(F)F)S/C1=C(/C#N)c1nnc(N2CCOCC2)n1-c1ccccc1 (stereo not drawn)
    5 | -3 | 7 | -3 | 2.0 | -0.4 | 3 | -2 | 4
27	COc1cc2c(cc1OC)-c1cc(NC3CC3)nc(=O)n1CC2
    -1 | nt | -2 | -7 | 4.4 | -0.8 | -1 | 0 | 8
28	Cc1cc(NC(=O)CSCC(=O)OCC(=O)c2cccc(Br)c2)no1
    -6 | -2 | -14 | 9 | 0.0 | -0.2 | -14 | 3 | -26
29	O=C(O)c1cc2ccc3ccccc3c2oc1=O
    1 | 4 | -3 | -5 | 0.7 | -1.1 | -1 | -1 | -10
30	CN(C)c1ccc(/C=N/NC(=O)c2ccn(C)n2)cc1
    -5 | 0 | -19 | -3 | 6.3* | -0.9 | -7 | -4 | -1
31	COc1ccccc1CNc1nc(NCc2cccs2)nc2ccsc12
    6 | 1 | -4 | 9 | -0.1 | 0.7 | 4 | -3 | 15
32	Cc1ccc(C)c2[nH]c(=O)c(C(c3nnnn3C3CCCC3)N3CCOCC3)cc12 (stereo not drawn)
    4 | 1 | -4 | -4 | 1.4 | -0.6 | -7 | -7 | -16
33	CC(C)(C)c1ccc(OCCC(=O)OCC(=O)N2c3ccccc3NC(=O)C2(C)C)cc1
    16 | 3 | -5 | 56* | -2.1 | -0.2 | 1 | 1 | 3
34	O=C(c1ccc(Cl)c(Cl)c1)N1CCN(Cc2ccc3c(c2)OCO3)CC1
    -9 | 2 | 4 | 15 | 0.5 | 0.3 | -10 | -2 | 16
35	Cc1nn(CC(=O)N/N=C/c2ccc3c(c2)OCO3)c(C)c1Br
    10 | 3 | -2 | -9 | 0.2 | -0.2 | -2 | -5 | -2
36	C[C@H](CO)N1C[C@H](C)[C@@H](CN(C)C(=O)Nc2ccccc2)Oc2ccc(NS(=O)(=O)c3ccccc3)cc2C1=O
    13 | 2 | 2 | -6 | 0.1 | -0.3 | 9 | -2 | -2
37	COCCOCC(=O)Nc1ccc(S(=O)(=O)Nc2cc(C)nc(C)n2)cc1
    14 | -7 | 13 | -6 | -0.6 | -0.1 | 2 | -2 | 4
38	COc1ccc(CCN(C)C(=O)c2ccc(COc3ccccc3)o2)cc1OC
    -10 | 8 | -15 | -1 | 1.5 | -0.5 | 0 | -5 | 16
39	O=c1cc[nH]c2cccc(Cc3ccccc3)c12
    -9 | 5 | 2 | -13 | 0.9 | 21* | -3 | -1 | -20
40	CCOC(=O)C1=C(C)N(c2ccccc2)C(=O)NC1c1cccc([N+](=O)[O-])c1 (stereo not drawn)
    4 | 1 | 8 | 19 | -1.8 | -0.1 | 4 | -2 | 16

Down the list, as entered above.
FAS TE block, compounds 22 to 30: 38, 15, -19, 12, -3, -7, 9, -5, -3

Other compounds follow:
Under each structure: SKN-1 inh | MT1-MMP act inh | MLLE-PAM2 inh | FAS TE block | MsrA inh | Tb MetRS inh | E coli Lon inh | bovine MsrA act | CendR NRP1 mod
41	O=S(=O)(c1ccc2ccccc2c1)N1CCC(c2nc(-c3ccncc3)no2)CC1
    9 | 8 | 6 | 29 | -0.1 | -0.5 | 3 | -3 | -2
42	CCOc1ccc(CN(C(=O)c2oc3cc(C)ccc3c2C)C2CCS(=O)(=O)C2)cc1 (stereo not drawn)
    -6 | -1 | -3 | 27 | -0.5 | -0.4 | 4 | 0 | -8
43	COc1ccc(C)cc1S(=O)(=O)Nc1ccc2c(c1)N(C(C)=O)CCC2
    -2 | 7 | 9 | -3 | 0.1 | -0.4 | -4 | -1 | 4
44	CCCOC(=O)c1ccc(NC(=O)CCC(=O)OCC)cc1
    1 | -2 | -1 | -1 | -0.6 | 0.1 | -2 | 1 | 6
45	O=C(Nc1ccc(COc2ccccc2)cc1)Nc1cccc(C(=O)O)c1
    6 | 0 | -8 | 1 | -0.3 | -1.0 | 10 | -2 | -7
46	Cn1c(=O)n(Cc2ccc(F)cc2)c(=O)c2c1nc1n2CCCN1C1CCCCC1
    1 | 14 | -13 | 29 | 0.5 | -0.3 | -7 | -3 | 15
47	COC(=O)[C@]12CCCCC=C1N(Cc1ccc3c(c1)OCO3)C(=O)[C@H](CC(=O)NCC1CCCCC1)C2
    0 | -6 | nt | nt | -0.4 | 0.0 | nt | nt | 17
48	O=C(Nc1ccc(Br)cn1)c1cccc(C(=O)Nc2ccc(Br)cn2)c1
    3 | -5 | -6 | -1 | -1.2 | -0.2 | -3 | 0 | 0
49	O=C(Nc1ccccc1Cl)c1cc(C2CCCCN2C(=O)OCCF)on1 (stereo not drawn)
    -7 | 0 | 1 | 9 | 0.6 | -0.1 | -10 | 1 | 11
50	CC(C)CCNC(=O)c1ccc(Cn2c(=S)[nH]c3ccccc3c2=O)cc1
    -14 | -3 | -99 | 0 | 0.1 | -0.8 | -8 | -4 | -5
51	CSc1n[nH]c(NCc2cccs2)n1
    3 | 2 | -13 | -6 | nt | -0.7 | 0 | -1 | -4
52	CSc1ccc(CNC(=O)CCn2ccc3cc(S(=O)(=O)N4CCCC4)ccc32)cc1
    10 | 3 | -1 | 3 | 1.1 | 0.0 | 4 | 1 | 1
53	O=C(N/N=C/c1cccc(Cl)c1)c1c(O)c2c([nH]c1=O)CCCC2
    -18 | 4 | 5 | -4 | 1.0 | -1.3 | 3 | -9 | 11
54	Cn1c(CNC(=O)C2CCC(=O)N(CCc3cccc(F)c3)C2)nc2ccccc21 (stereo not drawn)
    -7 | -2 | 5 | -6 | -0.6 | 0.2 | -5 | -1 | 5
55	O=C(CSc1nnc(NC(=O)c2ccco2)s1)NC1CCCCC1
    -12 | -7 | -5 | 2 | -0.5 | 0.4 | 7 | 0 | 2
56	CCOC(=O)c1cccc(NC(=O)Cn2c(CC(=O)NC)nc3ccccc32)c1
    -1 | -3 | 9 | -11 | 0.5 | 79* | 2 | -3 | -11
57	CCc1ccc(N(CC(=O)N2CCCC2)S(C)(=O)=O)cc1
    -2 | 7 | 3 | -8 | 1.4 | -0.6 | -9 | -7 | 11
58	CC(=O)Oc1cccc(/C=C2\Sc3ccccc3C2=O)c1
    -13 | -8 | -27 | 3 | -0.5 | -0.7 | -25 | -10 | -7
59	N#C/C(=N\Nc1ccc(F)cc1)C(=O)C1CC1
    23 | 0 | 4 | 1 | 0.9 | 0.2 | -10 | -3 | 11
60	CCC(CO)n1c(=S)[nH]c2cc(OC)c(OC)cc2c1=O (stereo not drawn)
    -6 | -2 | -31 | -9 | 2.1 | -0.4 | 0 | -8 | 0
